G9a block = qHTS Assay for Inhibitors of Histone Lysine Methyltransferase G9a | Histone-lysine N-methyltransferase EHMT2 (Homo sapiens), Q96KQ7 | G9a H3K9 monomethylation, AlphaScreen, 2 h | Potency, µM (doses to about 102 µM), inactives show top-dose activity, negative = inhibition, usual class: inhibitors | actives 8.8% (n = 350,000); note: % is set by controls: 0 for no effect and ±100 for the full control effect; nearly all actives have a fitted effect of over 75% in size
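G9a (20 nM) was preincubated 15 min with compound, then reacted 2 h at room temperature with 500 nM biotin-H3K9 peptide and 20 µM SAM. Monomethyl-H3K9 detected by AlphaScreen using anti-H3K9me1 antibody.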
APE1 inh = qHTS Assay for Inhibitors of the Human Apurinic/apyrimidinic Endonuclease 1 (APE1). DNA repair nuclease/redox regulator APEX1 (Homo sapiens), P27695. actives 0.35% (n = 350,000). AID 2517, 2012. Potency, µM (doses to about 65.8 µM), for the others: at the top dose activity change, negative = inhibition, usual class: inhibitors. recombinant APE1, TAMRA/BHQ-2 abasic DNA cleavage fluorescence;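 note: plate controls were vehicle for no effect and reference inhibitor for full effect; nearly all actives have a fitted effect of over 55% in size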
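Incision of a quenched TAMRA/BHQ-2 THF abasic-site duplex (50 nM) by 0.75 nM APE1, after 15 min compound preincubation, measured as fluorescence increase over three 60 s reads. Values normalized to buffer, DMSO and NSC13755 control wells.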
POLB inh = qHTS Assay for Inhibitors of DNA Polymerase Beta | actives 1.3% (n = 340,000) | Potency, µM (series often up to 114 µM), without a hit: top-dose activity change, negative = inhibition, most hits filed as inhibitors | AID 485314, 2010 | Pol beta primer extension/strand displacement, fluorescence kinetic; note: % is set by controls: 0 for no effect and ±100 for the full control effect
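Preincubation: enzyme (10 nM) with compound, 15 min, RT. Reaction: substrate added to 50 nM final. Reads: 0 and 10 min. Analysis: normalized, Hill fit.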
Apoferritin bind = qHTS Assay for Identification of Novel General Anesthetics; apoferritin/1-aminoanthracene competitive binding, fluorescence; Potency, µM (highest dose often 77.5 µM), without a hit: at the top dose activity change, negative = displacement, usual class: inhibitors; actives 0.074% (n = 350,000); note: % is set by controls: 0 for no effect and ±100 for the full control effect; nearly all actives have a fitted effect of over 20% in size
Target sequence (P02791 2-175 limits assumed): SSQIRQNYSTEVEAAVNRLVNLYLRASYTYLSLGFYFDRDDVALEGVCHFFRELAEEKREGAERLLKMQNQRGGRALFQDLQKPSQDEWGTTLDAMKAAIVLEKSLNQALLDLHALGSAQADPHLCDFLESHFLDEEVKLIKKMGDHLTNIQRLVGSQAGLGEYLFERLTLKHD
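Read-out: endpoint 1-AMA fluorescence, excitation 380 nm and emission 535 nm, after compounds sit 10 min at room temperature with 10 uM horse-spleen apoferritin in 50% saturated 1-AMA/PBS. Values come from four-parameter Hill fits.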
BAZ2B inh = qHTS Assay for Inhibitors of BAZ2B. Potency, µM (titrated, usually from 114 µM), inactives show at the top dose activity change, negative = inhibition, usual class: inhibitors. actives 4.4% (n = 360,000). AID 504333, 2011. AlphaScreen BAZ2B-H3K14Ac peptide displacement; note: % is set by controls: 0 for no effect and ±100 for the full control effect; nearly all actives have a fitted effect of over 60% in size
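BAZ2B 50 nM plus b-H3(5-23)K14Ac 50 nM, PBS pH 7.4/0.01% Tween-20, 30 min RT; compound added (max 110 uM), 30 min RT; streptavidin donor/Ni-chelate acceptor beads 10 ug/mL final, 20 min dark; AlphaScreen read.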
POLH inh = qHTS for Inhibitors of Polymerase Eta | recombinant Pol eta, fluorescent DNA replication assay | actives 1.2% (n = 390,000) | Potency, µM (titrated, usually from 114 µM), for the others: at the top dose activity change, negative = inhibition, hits mostly inhibitors; note: % is set by controls: 0 for no effect and ±100 for the full control effect
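Pol eta (10 nM) was preincubated with compounds for 15 min at room temperature, after which fluorescent replication substrate (50 nM final) was added to start the reaction. Fluorescence was read kinetically at 0 and 10 min.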
BLM inh = qHTS Assay for Inhibitors of Bloom's syndrome helicase (BLM); RecQ-like DNA helicase BLM (Homo sapiens), P54132; recombinant BLM DNA unwinding, fluorescence dequenching; Potency, µM (series often up to 56.1 µM), without a hit: at the highest dose activity change, negative = inhibition, most hits filed as inhibitors; actives 0.2% (n = 350,000);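 note: plate controls were vehicle for no effect and no enzyme for full effect; nearly all actives have a fitted effect of over 35% in size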
Pol kappa inh = qHTS for Inhibitors of Polymerase Kappa; actives 0.53% (n = 400,000); DNA polymerase kappa (Homo sapiens), Q9UBT6; Potency, µM (titrated, usually from 107 µM), inactives show at the top dose activity, negative = inhibition, hits mostly inhibitors; purified Pol kappa, fluorescent DNA synthesis assay, 10 min; note: % is set by controls: 0 for no effect and ±100 for the full control effect
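50 nM final substrate added after 15 min RT preincubation of 10 nM Pol kappa with compound; fluorescence read at 0 and 10 min.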
POLI inh = qHTS for Inhibitors of Polymerase Iota. DNA polymerase iota (Homo sapiens), Q9UNA4. Pol iota fluorescent replication assay, 10 min. Potency, µM (top dose mostly 115 µM), for the others: at the highest dose activity, negative = inhibition, usual class: inhibitors. actives 1% (n = 390,000). AID 588590, 2011
Target sequence (Q9UNA4 whole entry, looked up): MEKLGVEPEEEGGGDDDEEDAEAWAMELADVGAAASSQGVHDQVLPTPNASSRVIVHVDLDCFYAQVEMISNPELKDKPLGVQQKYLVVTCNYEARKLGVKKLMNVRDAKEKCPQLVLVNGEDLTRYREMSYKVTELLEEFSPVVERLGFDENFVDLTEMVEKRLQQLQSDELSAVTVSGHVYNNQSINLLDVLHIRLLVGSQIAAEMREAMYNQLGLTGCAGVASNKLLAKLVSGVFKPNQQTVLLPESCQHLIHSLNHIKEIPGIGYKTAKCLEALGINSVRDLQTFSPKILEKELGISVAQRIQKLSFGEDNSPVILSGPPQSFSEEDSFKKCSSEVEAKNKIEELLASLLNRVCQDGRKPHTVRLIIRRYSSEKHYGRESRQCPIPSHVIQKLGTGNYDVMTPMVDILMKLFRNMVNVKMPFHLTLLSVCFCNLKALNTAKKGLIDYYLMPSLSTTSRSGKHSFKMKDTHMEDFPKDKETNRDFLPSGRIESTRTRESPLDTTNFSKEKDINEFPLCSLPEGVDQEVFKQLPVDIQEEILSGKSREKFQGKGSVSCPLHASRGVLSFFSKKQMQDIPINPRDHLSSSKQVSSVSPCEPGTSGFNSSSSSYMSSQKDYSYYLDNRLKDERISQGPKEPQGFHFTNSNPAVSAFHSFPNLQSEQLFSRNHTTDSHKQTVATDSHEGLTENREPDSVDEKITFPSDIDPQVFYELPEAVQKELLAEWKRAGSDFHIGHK
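Pol iota at 10 nM preincubated 15 min with compounds at room temperature; reaction started with fluorescent substrate, 50 nM final. Fluorescence read kinetically at 0 and 10 min; buffer-only wells as negative control.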
* marks the source's active call; other numbers are inactive results; ? = inconclusive; . = no result given; [ ] = remark or other dose. Calls come from the whole dose curve; as a rule, active = well fitted curve in the direction sought with a large enough effect; inconclusive = small, poorly fitted or top-dose-only effect, or another doubt; inactive = no such curve, though single readings can be large; an effect the other way counts as inactive or inconclusive. Potency is the fitted concentration of half-maximal effect. This is a subset; count on the stated rates, not on these rows.

Order of results: G9a block | APE1 inh | POLB inh | Apoferritin bind | BAZ2B inh | POLH inh | BLM inh | Pol kappa inh | POLI inh
Cc1nc2ncnn2c(N2CCCC(C(=O)Nc3ccc4c(c3)CCC4)C2)c1C (stereo unspecified)
 : -11.4%[59 µM] | -2.1% | 6.7% | ? | 14.9% | -18.2% | 2.9% | -7.3% | 53.5%[activator]
O=C(Cn1cnc2c(nnn2Cc2ccccc2F)c1=O)NCC1CCCO1 (stereo unspecified)
 : 1.9%[59 µM] | 6.4% | 2.6% | -0.1% | 24.5% | 1.0% | -2.6% | -3.3% | 12.8%
Cc1cccc(NC(=O)c2cc(NC(=O)C3CC=CCC3C(=O)O)ccc2N2CCOCC2)c1 (stereo unspecified)
 : 18.9%[59 µM] | -9.7% | -5.6% | 2.8% | -4.7% | -7.3% | 2.4% | -8.9% | 6.6%
Cc1ccc(CN2CCC(CNC(=O)Nc3ccc(C)c(C)c3)C2)cc1 (stereo unspecified)
 : ? | . | 0.5% | -19.6% | -29.9% | -21.4% | -9.1% | -8.8% | 23.5%
COc1ccc(CCN2Cc3c(cccc3[N+](=O)[O-])C2=O)cc1OC
 : 7.4% | 46.8%[activator] | -23.0% | -2.5% | -22.7% | -1.1% | -4.3% | -12.4% | 17.6%
O=C(OCc1nnc(-c2ccccc2)o1)c1ccc2ccccc2n1
 : 15.8%[12.7 µM] | -1.3% | 0.8% | -10.2% | -6.6% | -11.7% | -0.5% | 8.6% | -12.2%
CN1CCN(CC(=O)Nc2cc(N3CCOCC3)ccc2[N+](=O)[O-])CC1
 : 15.6%[59 µM] | 17.8% | 7.3% | -6.0% | 2.9% | -2.0% | -3.8% | -7.6% | -10.5%
Cc1ccc(CNC(=O)c2oc3c(c2C)-c2nn(Cc4ccc(Cl)cc4)cc2CC3)cc1
 : 0.6%[59 µM] | . | -10.1% | 3.0% | -2.0% | -21.4% | 2.4% | 2.8% | 43.4%[activator]
COc1ccc(CN(C)Cc2nc3cc(OC)c(OC)cc3c(=O)[nH]2)c(OC)c1
 : -44.0%[12.7 µM] | -2.0% | -1.1% | -5.2% | -14.6% | -2.4% | -9.5% | -16.8% | 16.0%
O=C(/C=C/c1ccccc1)Nc1ccc(C(=O)N2CCCCC2)cc1
 : . | 8.5% | -17.8% | ? | 3.9% | -6.7% | -2.6% | -0.5% | 4.8%
O=C(CCC(=O)n1ncc2ccccc21)NCc1ccccc1Cl
 : . | 0.5% | 48.4% | ? | 8.1% | -0.8% | -3.4% | -6.3% | -3.7%
Cc1cc(NC(=S)NC(=O)C2CC2)ccc1Br
 : ? | -1.1% | -15.9%[57.1 µM] | ? | 8.0% | -17.3% | -4.9% | -5.8% | 21.9%
O=C(c1noc2c1CCCCC2)N1CCN(c2cccc(C(F)(F)F)c2)CC1
 : -2.0%[59 µM] | . | -11.2% | 67.2%[activator] | 17.9%[57.1 µM] | -15.1% | -3.4% | -8.7% | -10.6%
COc1ccccc1NC(=O)[C@@H]1CCCN1S(=O)(=O)c1ccc(Cl)cc1
 : . | 5.0% | . | . | . | -6.0% | . | -7.7% | 51.3%[activator]
CCc1ccc(C(=O)CN2C(=O)NC(C)(CCc3ccccc3)C2=O)cc1 (stereo unspecified)
 : 10.9%[59 µM] | -3.7% | 0.9% | -19.8% | -4.0% | -19.0% | -0.9% | -4.2% | -17.2%

More structures follow.
smiles | G9a block | APE1 inh | POLB inh | Apoferritin bind | BAZ2B inh | POLH inh | BLM inh | Pol kappa inh | POLI inh
Cc1ccc(NC(=O)CSc2nnc(CNC(=O)c3ccccc3F)o2)cc1Cl | -7.3%[0.501 µM] | -17.8% | 8.3% | -19.1% | -5.7% | 8.1% | -8.0% | -5.8% | 6.9%
CCOc1ccc(NC(=O)c2oc3ccccc3c2NC(=O)c2cc(C)cc(C)c2)cc1 | -5.5%[59 µM] | . | 22.6% | -5.9% | -20.6% | -20.6% | -3.0% | 5.2% | 33.7%
COc1ccc(-c2nc(CN(C)C(C)c3ccon3)c(C)o2)c(C)c1C (stereo unspecified) | -27.0% | 0.1% | 2.9% | -13.7% | -31.7% | -18.5% | -6.7% | -3.7% | 89.0%[activator]
Cc1ccc(CNC(=O)N2CCN(S(=O)(=O)c3ccccc3)CC2)cc1 | 35.5% | -8.0% | 35.8% | -8.3% | 6.4% | -19.5% | 2.3% | 1.4% | 141.0%[activator]
COc1ccccc1CCC(=O)Oc1ccc(C#N)cc1OC | 25.1µM* | 11.4% | 54.8% | -6.4% | 1.6% | 0.2% | -8.9% | -13.9% | 29.6%
O=C(COc1cc2oc(=O)c3c(c2cc1Cl)CCCC3)N1C[C@H]2C[C@@H](C1)c1cccc(=O)n1C2 | -17.8% | 39.9% | 9.0% | 36.0%[activator] | -35.3% | -12.3% | 2.4% | -3.5% | -20.5%
Cc1ccc(C)c2[nH]c(=O)c(CCNC(=O)c3ccco3)cc12 | ? | 0.1% | -2.1% | -8.4% | . | 3.7% | 11.7% | 10.0% | 21.9%
COc1cc(OC)cc(C(=O)NCCC(=O)NCCc2ccc(OC)c(OC)c2)c1 | 16.1% | -5.0% | ? | -7.4% | 8.4% | 3.3% | 2.4% | -13.6% | 24.3%
CS(=O)(=O)N1CCC2(CCN(c3ccncc3)CC2)CC1 | -2.9%[12.7 µM] | 7.0% | . | . | . | . | 2.3% | -15.5%[60.1 µM] | .
COc1ccccc1CNC(=S)NCc1ccc(F)cc1 | 18.7% | 13.3% | 4.4% | -10.2% | -15.8% | -12.3% | -2.0% | -3.2% | 28.4%
COc1cc(C)c(C#N)c(OC)n1 | 8.7%[59 µM] | -3.5% | 32.0% | -7.7% | 5.5% | -6.2% | -3.0% | -4.2% | 17.2%
C=CCn1c(N)c(C(=O)Nc2cccc(C)c2)c2nc3ccccc3nc21 | 10.4%[2.33 µM] | 21.7% | 11.0% | -21.0% | 12.0% | -11.0% | -18.4% | -14.3% | ?
Cc1nn(CC(=O)Nc2ccc(N3CCOCC3)cc2)c(C)c1Br | . | -17.7% | 38.2% | -4.4% | -10.7% | -17.2% | -9.0% | -4.3% | 13.8%
Cc1ccc(-n2cc(C(=O)O)c(=O)cc2C)c(C)c1 | 50.1µM* | -1.1% | 20.3% | -3.3% | ? | -12.8% | -6.1% | 3.4% | -17.2%
CC12/C(=N/O)C3C4CC5C3/C(=N/O)C1C5C42 (stereo unspecified) | 12.0%[12.7 µM] | 4.8% | -1.0% | -10.8% | 6.7% | 9.1% | -0.8% | -8.9% | -28.5%
Cc1nnc(NC(=O)C2CCN(S(=O)(=O)c3ccc(F)c(F)c3)CC2)o1 | . | 19.5% | . | . | . | -20.8% | . | 5.8% | 30.3%[activator]
COc1ccc(S(N)(=O)=O)cc1C(=O)NNC(=O)C1COc2ccccc2O1 (stereo unspecified) | . | 15.3% | . | . | . | -12.8% | . | -1.0% | 60.0%[activator]
CCCc1nnc(NC(=O)Cn2c(=O)oc3ccccc32)s1 | ? | 2.6% | 14.1% | -6.6% | 0.7% | -1.5% | 0.0% | -1.4% | 27.9%
CN(C)NC1CCS(=O)(=O)C1 (stereo unspecified) | 10µM* | 12.9% | 0.8% | 9.3% | ? | -0.4% | 0.9% | -3.9% | ?
COc1ccc(C[C@H]2CN3C(=NC[C@@H]3Cc3ccc(O)cc3)N2CCNC(=O)c2ccc(C)c(Br)c2)cc1 | ? | 1.5% | -23.4% | -13.2% | ? | -21.7% | -5.1% | -11.8% | 5.6%

Molecules listed so far that have a nitro group on carbon (2):
smiles | G9a block | APE1 inh | POLB inh | Apoferritin bind | BAZ2B inh | POLH inh | BLM inh | Pol kappa inh | POLI inh
COc1ccc(CCN2Cc3c(cccc3[N+](=O)[O-])C2=O)cc1OC | 7.4% | 46.8%[activator] | -23.0% | -2.5% | -22.7% | -1.1% | -4.3% | -12.4% | 17.6%
CN1CCN(CC(=O)Nc2cc(N3CCOCC3)ccc2[N+](=O)[O-])CC1 | 15.6%[59 µM] | 17.8% | 7.3% | -6.0% | 2.9% | -2.0% | -3.8% | -7.6% | -10.5%

The list continues.
smiles | G9a block | APE1 inh | POLB inh | Apoferritin bind | BAZ2B inh | POLH inh | BLM inh | Pol kappa inh | POLI inh
O=C(Nc1ccc2oc(-c3ccccc3)nc2c1)C1CCCO1 (stereo unspecified) | 14.7%[59 µM] | 1.6% | 81.3% | -4.5% | 3.9% | -10.1% | 3.4% | -15.0% | 29.3%
O=C(c1ccco1)N1CCC2(CC1)CN(c1ccccn1)C2 | 41.8%[12.7 µM] | 6.6% | . | . | . | . | 5.3% | -3.4%[60.1 µM] | .
Cc1ccc(C)c(NC(=O)C2=CCN(S(=O)(=O)c3ccc(F)cc3)CC2)c1 | ? | 2.9% | -13.9% | 4.4% | -6.3% | -13.4% | 3.3% | -9.3% | 31.9%[activator]
CCOc1ccc(CCNC(=O)COC(=O)COc2ccc(C(=O)CC)cc2)cc1OCC | 10.2%[0.501 µM] | 2.7% | . | . | 3.6% | -18.3% | . | -1.8% | 2.9%
CCN(Cc1ccccc1)C(=O)CSc1nc(C)cc(C)c1C#N | 17.5% | -2.3% | -0.5% | -5.6% | 4.5% | -13.0% | -1.7% | -4.9% | 4.0%
CCn1c(Cc2cccs2)nnc1SCC(=O)c1ccc(C)cc1 | ? | 3.4% | 0.4% | ? | -7.4% | 0.6% | -3.1% | -7.6% | 18.3%

As a working copy, part of the list above.
smiles | G9a block | APE1 inh | POLB inh | Apoferritin bind | BAZ2B inh | POLH inh | BLM inh | Pol kappa inh | POLI inh
O=C(Nc1ccc2oc(-c3ccccc3)nc2c1)C1CCCO1 (stereo unspecified) | 14.7%[59 µM] | 1.6% | 81.3% | -4.5% | 3.9% | -10.1% | 3.4% | -15.0% | 29.3%
O=C(c1ccco1)N1CCC2(CC1)CN(c1ccccn1)C2 | 41.8%[12.7 µM] | 6.6% | . | . | . | . | 5.3% | -3.4%[60.1 µM] | .

Source: PubChem
